# CYP2C19 activ = cytochrome P450 2C19 (human) activation; P33261; recombinant CYP2C19, luciferin-H EGE luminescence; active compounds read high; 0 = fully inhibited enzyme, 1 = untreated enzyme; activation factor at 5 µM; 96,000 tested, under 10 active; AID 1025;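 active = activation factor of at least 2 at 5 µM in the primary screen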;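 also: 0 = wells with 2.5 mM tranylcypromine and 1 = vehicle-only wells; values of inactives mirror those of a sister screen read the other way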
# sEH activator = soluble epoxide hydrolase (human) activation | 0.04% of 91,000 active | activation, % at 2 µM | purified human sEH enzymatic activity, activator screen; in the data active = activation above about 37%; also: values of inactives mirror those of a sister screen read the other way
# S1P2 agonist = agonists of human S1P2 receptor; 0.46% of 97,000 active; activation, % at 4.5 µM; S1P2-expressing cell line, agonist reporter read-out; in the data active = activation above about 16%;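 also: 0% = vehicle low control and 100% = maximal reference agonist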
# Target sequence (O95136 whole entry, looked up): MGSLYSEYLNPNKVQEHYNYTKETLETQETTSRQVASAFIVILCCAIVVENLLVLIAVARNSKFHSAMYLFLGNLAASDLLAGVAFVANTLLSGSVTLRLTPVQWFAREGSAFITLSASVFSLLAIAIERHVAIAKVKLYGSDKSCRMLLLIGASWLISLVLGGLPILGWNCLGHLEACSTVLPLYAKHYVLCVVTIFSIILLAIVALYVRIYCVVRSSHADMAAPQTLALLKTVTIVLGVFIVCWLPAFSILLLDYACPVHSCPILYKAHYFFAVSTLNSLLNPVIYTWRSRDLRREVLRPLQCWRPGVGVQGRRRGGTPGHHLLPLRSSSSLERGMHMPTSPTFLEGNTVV
# CYP2C19 inhib = inhibitors of human CYP2C19; CYP2C19 Supersomes, luciferin-H EGE luminescence, 30 min; 21% of 96,000 active; P33261; inhibition, % at 5 µM;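 active = CYP2C19 inhibition above a set limit at 5 µM in the primary screen, cut at about 50% in these data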;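 also: plate controls were negative control wells for no effect and 2.5 mM tranylcypromine positive control for full effect; values of inactives mirror those of a sister screen read the other way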
# PostGolgi yeast = growth inhibition of a yeast mutant, post-Golgi transport screen. inhibition, % at 10 µM. 0.9% of 98,000 active. post-Golgi transport phenotypic cell assay. AID 739;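 also: yeast cells grown in 1536-well plates; yeast grown about 18 h at 30C before absorbance read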
# sEH inhibitor = blocks human soluble epoxide hydrolase activity. P34913. recombinant human sEH enzymatic activity assay. inhibition, % at 2 µM. 0.34% of 91,000 active; in the data active = inhibition above about 80%; also: values of inactives mirror those of a sister screen read the other way; many of its hits are not listed in these tables
# S1P2 blocker = antagonists of human S1P2 receptor | 0.21% of 97,000 active | inhibition, % at 5 µM | O95136 | cell-based S1P2 antagonist assay, inhibition at 5 uM; in the data active = inhibition above about 45%;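 also: CRE beta-lactamase reporter cells expressing human S1P2 stimulated with S1P; 0% = agonist at EC80 alone and 100% = agonist plus reference antagonist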
# PostGolgi ctrl = yeast control strain growth, post-Golgi counter-screen; efflux-deficient yeast background strain, growth absorbance A615, 16 h; inhibition, % at 10 µM; 5% of 98,000 active; AID 738
# DAT uptake mod = changed human dopamine transporter uptake under cocaine IC80; Q01959; LLC-PK1 hDAT cells, [14C]-dopamine uptake with cocaine IC80; actives deviate in either direction; B-score at 10 µM; 1.3% of 110,000 active; AID 449768;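 active = Z score or B-score, a plate-position-corrected score, falls beyond the plate's 99.7% confidence bounds, in either direction; inactive = both scores lie inside the 99.7% bounds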;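 also: scored against the spread of the other compound wells on the same plate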
# Target sequence (Q01959 whole entry, looked up): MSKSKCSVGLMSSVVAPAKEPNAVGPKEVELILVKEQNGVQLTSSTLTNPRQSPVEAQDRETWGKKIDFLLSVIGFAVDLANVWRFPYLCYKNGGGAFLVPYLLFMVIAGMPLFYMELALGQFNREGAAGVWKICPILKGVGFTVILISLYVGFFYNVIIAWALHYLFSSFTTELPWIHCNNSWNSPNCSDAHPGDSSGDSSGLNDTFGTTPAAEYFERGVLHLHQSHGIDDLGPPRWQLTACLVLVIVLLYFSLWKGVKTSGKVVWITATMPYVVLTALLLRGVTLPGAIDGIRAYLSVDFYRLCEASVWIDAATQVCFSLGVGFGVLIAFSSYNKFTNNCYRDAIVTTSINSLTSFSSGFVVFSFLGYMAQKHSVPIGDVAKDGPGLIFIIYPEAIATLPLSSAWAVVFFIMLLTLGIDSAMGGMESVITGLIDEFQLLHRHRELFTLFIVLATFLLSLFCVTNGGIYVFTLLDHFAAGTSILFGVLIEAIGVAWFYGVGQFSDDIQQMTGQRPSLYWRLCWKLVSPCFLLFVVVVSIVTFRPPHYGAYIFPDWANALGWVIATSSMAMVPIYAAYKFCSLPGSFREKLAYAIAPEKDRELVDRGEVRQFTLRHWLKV
# Active calls of the source: *; nt = no result given. Rule as the data show it, unless noted: active = inhibition above about 30%; inactive = the rest.
molecule	CYP2C19 activ	CYP2C19 inhib	sEH activator	PostGolgi yeast	PostGolgi ctrl	S1P2 blocker	S1P2 agonist	DAT uptake mod	sEH inhibitor
CCCCCn1c(CNC(=O)CCC)nc2ccccc21	0.9	7	-3	-4	16	2	-4	0.8	6
O=S(=O)(c1cccs1)N1CN(Cc2cccs2)c2nc3ccccc3nc21	0.1	93*	1	0	20	-8	-6	-0.028	-1
Cc1cccc(C)c1NC(=O)CN(C)CC(=O)Nc1cc(Cl)ccc1C#N	0.9	15	-8	3	8	-11	-4	0.48	9
C=CCc1cccc(/C=N/c2ncccc2O)c1O	1	-4	10	8	12	14	-3	-1.9	-9
COC(=O)c1cc2cc(NS(=O)(=O)c3ccc(C)cc3)ccc2s1	nt	nt	12	-11	52*	12	-4	-0.47	-9
COc1ccc(C2c3c(oc4ccc(C)cc4c3=O)C(=O)N2c2cc(C)ccn2)cc1OC (centres undefined)	0.9	8	-3	3	13	11	-5	1.9	2
CCc1cc(C(=O)OC)c(NC(=O)C2CC(=O)NN2Cc2ccccc2)s1 (centres undefined)	0.7	28	2	-7	4	-17	-6	1.8	0
COC(=O)c1c(-c2cccs2)csc1NC(=O)CSc1ncnc2sc(C)c(C)c12	0.8	16	-7	-2	13	-2	-2	-0.098	6
CCc1nnc(NC(=O)C2CCN(c3cnccn3)CC2)s1	0.9	5	-6	8	-1	-8	-7	0.19	6
CCc1ccc(NC(=O)CSc2nnc(CNC(=O)c3c(F)cccc3Cl)o2)cc1	0.8	21	-13	-2	-1	-6	-11	-1.1	15
Cc1cc(SCC(=O)NC(=O)NCc2ccco2)nc2ccccc12	1.1	-5	-17	0	20	-4	-1	0.1	16
O=C(CSc1nc(C2CC2)nc2ccccc12)NCc1ccc2c(c1)OCO2	0.5	47	-10	4	0	1	-4	nt	11
Cc1cc(C(=O)N(C)Cc2ccc(Br)cc2)no1	0.1	92*	nt	-2	0	nt	nt	-0.29	nt
CC(C)C(O)P(=O)(OCc1ccccc1)c1ccc(N(C)C)cc1 (centres undefined)	0.5	54*	-2	-8	0	32	-4	-0.65	0
CCOC(=O)CC(=O)CSc1nc(C)cc(-c2cccnc2)c1C#N	0.7	28	11	-4	3	-20	0	-0.012	-10
COCCCNc1nc(-c2ccncc2)nc2ccccc12	0.2	78*	0	2	12	-31	2	-0.0015	3
CC(C)c1nc(NCc2ccccc2)c(C#N)c2c1CCCC2	1.1	-8	8	1	8	18	-1	-1.2	-6
COc1ccc2cc(Br)ccc2c1CC(=O)NC1CC(C)(C)NC(C)(C)C1	0.8	17	5	2	4	2	-5	0.13	-4
Cc1ccc(-n2c(=O)[nH]cc(C(=O)N3CCc4ccccc43)c2=O)cc1	nt	nt	2	-5	8	18	-3	0.09	-2
Cc1cc(C(=O)CCC(=O)N2CCN(S(=O)(=O)c3cccs3)CC2)c(C)s1	0.9	5	-1	-3	5	2	-4	nt	1
CCOC(OCC)P(=O)(C(C)C)C(C)C	1.1	-10	7	-2	-6	-8	2	-0.52	-4
c1ccc(-c2nc3ccccc3nc2N2CCOCC2)cc1	0.5	52*	4	2	18	4	-3	0.018	-5
Brc1ccc2ncnc(Nc3ccc(N4CCOCC4)cc3)c2c1	0.9	10	-2	4	2	-16	-6	0.32	4
Cc1cc(N)n2nc(C)c(-c3ccccc3)c2n1	1.1	-14	-4	9	5	6	-5	0.49	3
CC1=C(C(=O)N2CCOCC2)C(c2ccccc2F)C2=C(CC(C)(C)CC2=O)N1 (centres undefined)	1.1	-14	nt	8	6	6	-5	-0.81	nt
Cc1ccc2c(c1)CCCN2C(=O)c1cc2ccccc2oc1=O	0.6	41	13	-1	18	-6	-2	0.84	-10
CCOc1ccccc1-c1nnc(SCC(=O)NC2CC3CCC2C3)n1CC (centres undefined)	0.2	77*	0	-5	1	14	-5	1.6	-2
COc1ccc(NC(=S)N/C(=N/CS(=O)(=O)c2ccccc2)c2ccccc2)cc1	nt	nt	2	nt	nt	1	-4	1.4	1
O=C(NC12CC3CC(CC(C3)C1)C2)N1CC2Cc3cccc(=O)n3C(C2)C1 (centres undefined)	0.9	7	-86	0	1	14	-2	-0.9	86*
CCN(Cc1ccccc1)C(c1cc2cc(C)ccc2[nH]c1=O)c1nnnn1CCOC (centres undefined)	0.7	29	-15	3	22	9	-7	2	16
CN(C)c1nc(SCCOC(=O)c2ccccc2)nc(N(C)C)n1	0	99*	-6	-5	12	-6	-1	-0.37	7
O=C(NCCCN1CCOCC1)C(Sc1ccccc1)c1ccccc1 (centres undefined)	0.7	34	6	24	-2	18	-5	-1.3	-3
CC(=O)NCC(=O)N(C)C(C(=O)Nc1ccc(C(C)C)cc1)c1ccccc1 (centres undefined)	1	-5	3	0	-10	12	-2	1.3	-2
CC1CN(Cc2nc3c(c(=O)n(C)c(=O)n3C)n2Cc2cccc(Cl)c2)CC(C)O1 (centres undefined)	0.6	36	8	1	1	9	-8	0.56	-8
CCOC(=O)NC1(Nc2ccc(Cl)cn2)Oc2ccccc2O1	0.8	17	-1	4	-5	5	-1	0.56	0
O=C(Cn1cnc2c(cnn2-c2ccc(F)cc2)c1=O)NCC1CCCO1 (centres undefined)	1	1	3	-5	6	12	-3	-0.45	-3
C#CCN1C(=O)C(O)(CC(=O)c2cc(OC)ccc2OC)c2ccccc21 (centres undefined)	0.5	52*	-12	0	4	4	-9	-0.86	16
CCc1nccn1S(=O)(=O)c1ccc(OC)c(OC)c1	0.2	76*	-5	-7	-1	nt	nt	-0.97	9
COc1ccc(S(=O)(=O)Cc2ccc(C(=O)N3CCN(c4cccc(C)c4C)CC3)o2)cc1	0.4	56*	nt	1	35*	nt	nt	-0.34	nt
CCNS(=O)(=O)c1ccc(S(=O)(=O)N(Cc2ccccn2)C2CCCCC2)cc1	0.8	22	-2	-13	-7	10	-3	0.0041	6
COc1ccc(CNc2nc(-c3ccccc3)nn2C(=O)c2cccs2)cc1	1.1	-7	-4	-9	29	-24	-1	-0.26	5
CCC(C)NC(=O)CCS(=O)(=O)c1ccc2c(c1)n(C)c(=O)c(=O)n2C (centres undefined)	1.1	-6	nt	-1	10	nt	nt	-0.13	nt
COc1cc(S(=O)(=O)N(Cc2ccccn2)Cc2ccco2)ccc1-n1cnnn1	nt	nt	0	nt	nt	-13	-2	-0.093	-1
Nc1nonc1C(=O)NCCN=Cc1cc(Cc2ccccc2)cc(Br)c1O	1	3	1	16	14	4	-5	nt	3
CCCC1C(c2ccco2)NC(c2ccco2)CC1(C)O (centres undefined)	1	-2	8	-4	0	6	-5	-1.5	-9
CCN(CC)CCN1C(=O)C(=O)/C(=C(/O)c2ccc(OC)cc2)C1c1cccs1 (centres undefined)	1.1	-12	6	-7	7	20	-6	0.83	-3
CC1CCN(S(=O)(=O)c2cccc(C(=O)Nc3nccs3)c2)CC1	0.9	12	1	0	7	-8	-2	0.42	-1
Cn1nc(C(=O)NC2CCCCC2)c2ccccc2c1=O	0.8	17	nt	8	4	0	-3	0.0023	nt
CCCC(C(=O)NCc1ccco1)N(C(=O)CNS(=O)(=O)c1ccccc1)C1CCCC1 (centres undefined)	0.2	78*	-7	-1	-6	10	-2	0.35	8
COc1cccc(-n2nnc3c(=O)n(CC(=O)N4CCC(C)CC4)cnc32)c1	nt	nt	-3	nt	nt	-1	0	0.85	6
S=C(NCc1ccccn1)Nc1ccc(Cl)cc1Cl	0.3	66*	-4	-5	-2	8	-1	0.99	7
CCOC(=O)c1c(N)n(CC(C)NC(=O)C2CC2)c2nc3ccccc3nc12 (centres undefined)	0.9	8	-6	-7	17	0	-3	-0.004	9
Fc1ccccc1N1CCN(Cc2nc(-c3ccc(Cl)cc3Cl)no2)CC1	0.6	38	-12	2	2	-12	-5	-0.15	10
CC12CC3CC(C)(C1)CC(C(=O)NC(=S)N1CCCCC1)(C3)C2	0.9	11	-9	-4	-1	3	-6	0.057	11
C=CCn1c(CSc2nc3ccccc3s2)n[nH]c1=S	0.5	50*	-7	-10	20	10	-12	0.067	7
O=C(O)CCCCCNCc1ccncc1	1.1	-13	16	1	12	19	-2	-0.037	-18

# Ordered by the number under DAT uptake mod (smallest number first): 4 of the compounds above.
structure	DAT uptake mod
CCOC(=O)c1c(N)n(CC(C)NC(=O)C2CC2)c2nc3ccccc3nc12 (centres undefined)	-0.004
CC12CC3CC(C)(C1)CC(C(=O)NC(=S)N1CCCCC1)(C3)C2	0.057
C=CCn1c(CSc2nc3ccccc3s2)n[nH]c1=S	0.067
S=C(NCc1ccccn1)Nc1ccc(Cl)cc1Cl	0.99

# (continued)
molecule	CYP2C19 activ	CYP2C19 inhib	sEH activator	PostGolgi yeast	PostGolgi ctrl	S1P2 blocker	S1P2 agonist	DAT uptake mod	sEH inhibitor
O=C(NCCc1c[nH]c2ccccc12)c1cc2sccc2n1Cc1ccccc1	0.4	65*	8	7	25	15	-3	0.76	-6
Cc1ccc(-c2nc(-c3ccccc3)no2)cc1	0.3	66*	1	-4	-5	6	-8	-0.18	-2
COc1cccc(CCC(=O)O)c1OC	nt	nt	-13	3	3	1	-4	-0.061	14
CN(c1ccccc1)S(=O)(=O)c1ccc(NC(=S)Nc2ccccc2)cc1	0.8	17	6	0	12	-2	-4	0.46	-1
CC1(C)C2CCC1(C)C(NC1=NCCC1)C2 (centres undefined)	1.1	-13	-2	2	-8	-6	-1	-1.5	5
O=C(NCCN1CCCCC1)c1ccco1	nt	nt	-3	nt	nt	-16	2	0.67	3
CCOC(=O)/C(=C\c1ccccc1)C(=O)c1cc(C(C)=O)c(Nc2ccccc2)s1	0.1	92*	21	19	60*	6	6	0.0092	-21
COC(=O)Cc1c(C)c2c(O)cc(C)cc2oc1=O	1.1	-6	6	15	12	14	-9	-0.042	-6
COc1cc(OC)c(NC(=O)Nc2ccc(OC)c(OC)c2)cc1Cl	0.8	19	-6	2	10	-25	-3	0.46	10
CN(C)CCCN1C(=O)C(=O)/C(=C(/O)c2ccncc2)C1c1cccnc1 (centres undefined)	1.1	-7	-1	0	-1	10	-4	nt	2
Cn1cccc1Cc1nnc(SCC(=O)N2CCCc3ccccc32)n1-c1ccc(F)cc1	0.8	19	nt	17	3	nt	nt	0.56	nt
CC(NC(=O)C1CCCN(S(=O)(=O)c2cccs2)C1)c1ccccc1 (centres undefined)	0.4	59*	-29	-1	0	19	-3	0.79	29
Cc1cc2ccccc2n2c(SCC(=O)NCc3cccs3)nnc12	0.4	64*	-25	-4	-12	-14	1	nt	26
COC(=O)c1ccc(NC(=O)C(C)Oc2ccccc2)cc1 (centres undefined)	0.6	42	-2	-6	1	-13	-6	1.2	4
CCOC(=O)c1c(C)[nH]c(C(=O)COc2ccc3c(c2)OCO3)c1C	0.2	78*	nt	3	-10	nt	nt	0.77	nt
CCOc1cccc(C(=O)Nc2nc(-c3ccc(S(=O)(=O)N4CCOCC4)cc3)cs2)c1	0.7	26	-4	-5	1	16	-4	-0.31	6
O=[N+]([O-])c1ccccc1/C=C/CN1CCCCC1	1	5	0	4	5	8	-4	-0.14	3
c1ccc(-c2noc(CSc3nc4ccccc4o3)n2)cc1	0.9	6	nt	-1	13	-6	-6	nt	nt
O=c1[nH]c2cc3c(cc2cc1CN(CCc1ccccc1)Cc1nnnn1CC1CCCO1)OCO3 (centres undefined)	1	4	-8	10	0	26	-2	0.23	7
CC(=O)c1cc2c(cc1NC(=O)c1cc3nc(C(C)C)cc(C(F)(F)F)n3n1)OCO2	0.9	14	8	2	5	-3	-6	-0.72	-10
CCC(Sc1nc2ccc(C)cc2[nH]1)C(=O)O (centres undefined)	1	4	2	-5	2	0	-8	-1.7	-4

# Screening data from PubChem BioAssay.
